Bioassay records from PubChem BioAssay.
Hep lipid drop = hepatic lipid droplet formation modulation; AML12 mouse hepatocytes, oleate lipid droplets, BODIPY imaging; inhibition, % at 6.5 µM; hit rate 0.4% among 240,000; AID 1656;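 active means lipid droplet intensity inhibited by at least 50%, with more than 500 cells counted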
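Assay system: AML12 mouse liver cells | Compound dosing: One dose, 6.5 µM compound | Read-out basis: Droplet intensity reduction, % inhibition | Measured by: Fluorescence imaging, 20x objective, two fields per well | Schedule: Overnight treatment with compound plus oleate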
Hep lipid drop cells 6.5 µM = second read-out of Hep lipid drop, no call of its own (marks repeat the call); cell count; measured here: cell count, cytotoxicity flag;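 cells counted across two imaged fields per well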
* marks the source's active call; other numbers are inactive results.

No.	canonical_smiles	Hep lipid drop cells 6.5 µM	Hep lipid drop
1	CC(CCc1ccccc1)NC(=O)COC(=O)c1ccc(NC(N)=O)cc1 (stereo not given)	854	-1
2	Cc1cc(-c2ccc(C)c(S(=O)(=O)N3CCN(c4ccc(F)cc4)CC3)c2)on1	699	-30
3	O=[N+]([O-])c1ccc(N2CCN(c3ccc(F)cc3)CC2)nc1	843	18
4	Cc1cccc(C)c1NC(=O)c1ccccc1C(=O)O	836	3
5	CC(C)c1ccc(OCC(=O)NNC(=S)NC(=O)C2CC2)cc1	821	-30
6	COc1ccc(NC(=O)NCc2cccnc2)cc1	673	16
7	CC1Sc2ccc(S(=O)(=O)NCCc3ccc(Cl)cc3)cc2NC1=O (stereo not given)	730	-1
8	CC(C)(C)c1nnc(NS(=O)(=O)c2cc(Cl)ccc2Cl)s1	838	4
9	CC1CCN(C(=O)C2CCCN(S(=O)(=O)c3ccc4c(c3)CC(C)N4C(=O)C3CC3)C2)CC1 (stereo not given)	758	0
10	C#CCOc1ccc(/C=C2/C(=O)ON=C2C)cc1OCC	825	2
11	NC(=O)CSc1oc(-c2ccco2)nc1S(=O)(=O)c1ccc(Br)cc1	757	5
12	CCN1CCN(S(=O)(=O)c2c[nH]c(C(=O)OC)c2)CC1	715	0
13	CCCn1nnnc1COc1ccc(C(N)=O)cc1	800	-5
14	NC(=O)CSc1nnc(NC(=O)c2ccc(S(=O)(=O)N3CCOCC3)cc2)s1	737	-2
15	S=c1[nH]nc(C2CCCCC2)n1/N=C/c1ccccc1	829	13
16	Cc1ccccc1OCCC(=O)OCC(=O)N(C)c1c(N)n(Cc2ccccc2)c(=O)[nH]c1=O	764	-2
17	CC(=O)Nc1ccc(C2Nc3cc(C)c(C)cc3NC3=C2C(=O)CC(C)(C)C3)cc1 (stereo not given)	839	-18
18	CCCC(=O)NC(c1ccc(OC)cc1)c1c(O)ccc2ccccc12 (stereo not given)	779	-11
19	CCOc1ccccc1N1CC(C(=O)Nc2cc(Cl)ccc2C)CC1=O (stereo not given)	727	-32
20	Cc1cccc(NC(=O)C2CCN(S(=O)(=O)c3ccc4c(c3)C(C)(C)C(=O)N4C)CC2)c1C	736	-4
21	O=C(Nc1ccccc1C(=O)NCc1cccnc1)c1ccccc1F	809	-2
22	CN1CCC(=O)N([C@H](CN=[N+]=[N-])Cc2ccccc2)CC1	807	-2
23	Cn1nnc(NC(=S)NC(=O)c2cccc3c(Cl)cccc23)n1	696	4
24	CCN1CCN(CCCNC(=O)C2CCN(c3nnc(-n4cccc4)s3)CC2)CC1	712	-20
25	Cc1cc(Cl)ccc1C(=O)C1CCCN(C(=O)c2ccsc2)C1 (stereo not given)	680	-34
26	NS(=O)(=O)c1ccc(NC(=O)C2Cc3ccccc3CN2C(=O)c2ccco2)cc1 (stereo not given)	788	-5
27	Cc1c(OCC(=O)NCCCN2CCOCC2)ccc2c3c(c(=O)oc12)CCC3	710	0
28	Cc1ccc(CSCC2Nc3ccc(C(=O)N4CCN(c5cccc(C)c5)C(C)C4)cc3NC2=O)cc1 (stereo not given)	750	8
29	Cn1c(SCC(=O)Nc2ccc(NC(=O)c3cccc(F)c3)cc2)nnc1-c1ccncc1	829	4
30	O=c1ccnc(SCCc2ccccc2)[nH]1	833	-2
31	O=C(NN=C1CCCC1)c1cc(Cl)cc(Cl)c1O	833	9
32	CCOC(=O)[C@@H]1[C@H]2COc3ccccc3[C@@H]2N2C(=O)N(c3ccccc3)C(=O)[C@@]12C	769	-1
33	CCOc1cccc2cc(C(=O)NCc3ccc(C)cc3)c(=N)oc12	847	0
34	Cc1onc(-c2ccccc2)c1C(=O)Nc1nncs1	807	8
35	O=C(C1CCC1)N1CCc2cc(S(=O)(=O)NCCCN3CCCCC3)ccc21	768	-26
36	CCOc1ccc(C(=O)Nc2cc3c(cc2N2CCCC2)n(CC)c(=O)n3CC)cc1OCC	715	-2
37	O=C(O)c1nccnc1C(=O)Nc1ccc(Cl)cn1	817	-2
38	Cc1c(CN2CCCC(C(=O)Nc3cccc(-n4cccn4)c3)C2)cnn1C (stereo not given)	795	2
39	COc1ccc(/C=C(\NC(=O)c2ccccc2)C(=O)NCCN2CCOCC2)cc1	728	-6
40	Cc1ccccc1NC(=O)c1nc(S(C)(=O)=O)ncc1Cl	811	-5
41	Cc1cc(Br)c2[nH]cc(CCNC(=O)c3ccco3)c2c1	709	-9
42	CC1CN(C(=O)COC(=O)c2ccc(C#N)cc2)CC(C)O1 (stereo not given)	733	-4
43	Oc1ccc2ccccc2c1CN1CCN(C/C=C/c2ccccc2)CC1	838	-47
44	Cc1oc(-c2ccccc2F)nc1CSCC(=O)NC1CCC(C)CC1 (stereo not given)	673	-12
45	O=C(NCc1ccccc1)c1ccc(Cl)c(NC2=NC3CS(=O)(=O)CC3S2)c1 (stereo not given)	745	-2
46	O=C(CCc1nnc2ccc(N3CCCCC3)nn12)NCC1CCN(Cc2ccc(F)cc2)CC1	680	-11
47	Cn1c(CNC(=O)CCNC(=O)c2cccc(Cl)c2)cc(=O)n(C)c1=O	689	-7
48	COC(=O)c1cc(C)sc1NC(=O)CCc1ccccc1	825	-2
49	Cc1cccc(NC(=O)Cn2nnc(C(=O)Nc3ccc(F)c(Cl)c3)c2N)c1	682	-1
50	CC(=O)N1c2ccc(S(=O)(=O)NCCC(=O)NCCc3cccc(C)c3)cc2CC1C (stereo not given)	705	-1
51	CCOC(=O)[C@@H]1[C@H]2COc3ccccc3[C@H]2N2C(=O)N(c3ccc(Cl)cc3)C(=O)[C@@]12C	818	-8
52	Oc1ccc(-c2nccc(-c3ccc(Br)cc3)n2)cc1	832	9
53	COc1ccc(OCc2cc(C(=O)NCc3cccc(C)n3)no2)c(Cl)c1	805	-6
54	COc1cccc(CNC(=S)Nc2cccc(Cl)c2C)c1	788	0
55	COc1cccc(N2CCN(c3ccc4nnc(CCC(=O)Nc5ccc(F)cc5)n4n3)CC2)c1	679	0
56	Cc1ccc(C(=O)O/N=C(\N)c2ccc(C(F)(F)F)cn2)cc1	411	4
57	CC(=O)Oc1ccc(C(=O)Nc2ccccc2C(=O)N2CCCC2)cc1	828	0
58	CCC(C(=O)Nc1ccc2c(c1)OCCO2)n1c(=O)[nH]c2ccccc2c1=O (stereo not given)	778	7
59	Nc1ccc(Nc2nc3ccccc3[nH]2)cc1	796	-2
60	COCCn1c(-c2ccc(OC)cc2)c(-c2ccc(OC)cc2)oc1=O	736	2

Further compounds follow:
No.	canonical_smiles	Hep lipid drop cells 6.5 µM	Hep lipid drop
61	Cc1ccc(Nc2cc(C)nc3ccc(C)cc23)cc1	725	-12
62	C=CCNC(=O)c1ccc(N(Cc2ccccc2)S(C)(=O)=O)cc1	822	-7
63	CCc1ccc(C(=O)Cc2cc3cccc(OC)c3oc2=O)cc1	832	-37
64	Cc1nn(Cc2c(F)c(F)c(F)c(F)c2F)c(C)c1NC(=O)c1nn(C)cc1Br	705	-4
65	CCOC(=O)N1CCN(C(=O)c2ccccc2NS(=O)(=O)c2ccc(C)cc2)CC1	807	-5
66	O=C(NCCCCc1ccccc1)C1CCCC1	872	-4
67	Cc1cccc(-n2nc3c(c2NC(=O)C(C)C)CS(=O)(=O)C3)c1C	779	2
68	COC(=O)c1c(NC(=O)COc2ccc(Cl)cc2)sc2c1CC(C)(C)NC2(C)C	605	-33
69	O=C(NCc1ccccc1)C(c1ccc(Cl)cc1)N(C(=O)c1csnn1)C1CC1 (stereo not given)	756	-5
70	O=C(CCC(=O)N1CCOc2ccccc21)NC1CCCCCC1	775	-1
71	COc1ccccc1NC(=O)c1ccc(C)c(S(=O)(=O)N2CCCCC2)c1	733	-48
72	O=C(CSc1n[nH]c(-c2ccncc2)n1)Nc1ccc(F)cc1	747	32
73	O=C(c1cccs1)N(Cc1ccc(F)cc1)C1CCS(=O)(=O)C1 (stereo not given)	788	-3
74	N#CCCN(C(=O)COC(=O)CCc1ccccc1)c1ccccc1	762	-4
75	COC(=O)C1=C(CS(=O)(=O)c2cc(Cl)ccc2OC)NC(=O)NC1c1ccc(O)c(OC)c1 (stereo not given)	737	4
76	CCC(C)(C)NC(=O)CN(C(=O)CCC(=O)Nc1ccccn1)c1ccc2c(c1)OCO2	767	-8
77	Cc1ccc2cc(CN(CC(C)C)S(=O)(=O)c3ccccc3)c(=O)[nH]c2c1	704	-15
78	COc1ccc(C(c2nnnn2C(C)C)N2CCN(C(=O)c3ccco3)CC2)cc1 (stereo not given)	646	-2
79	CN(C)CCCNC(=O)C(=O)NCC1OCCN1S(=O)(=O)c1cc(F)ccc1F (stereo not given)	699	-24
80	CCCOc1ccc(NC(=O)c2cc3cc(C)ccc3[nH]2)cc1	790	1
81	CCCCc1cc(=O)oc2c(C)c(OCC(=O)NCCN3CCOCC3)ccc12	713	-3
82	CCc1nn(C(C)C(=O)NCc2cccc(OC)c2)c(=O)c2cc3occc3n12 (stereo not given)	703	-48
83	Cc1ccc(C)c(OCCC(=O)OCC(=O)NCc2ccc(F)cc2)c1	865	4
84	CN(Cc1ccco1)S(=O)(=O)c1csc(C(N)=O)c1	755	6
85	O=C(NC1CCCCC1)C(c1ccncc1)N(C(=O)c1csnn1)c1ccc(F)cc1 (stereo not given)	708	-1
86	COCCCn1c(SCC(=O)Nc2ccccc2F)nnc1-c1ccoc1C	763	-24
87	Cc1cc(C(=O)Nc2cccc3ccccc23)co1	731	12
88	Cc1ccccc1N1CCN(S(=O)(=O)Cc2ccccc2)CC1	804	-1
89	Cc1ccc(S(=O)(=O)NCCC(=O)NC2CC2)cc1	656	10
90	Cc1cccc(C(=O)NC2CC3CCCC(C2)N3Cc2ccccc2)c1 (stereo not given)	768	-9
91	Cc1ccc(SC2=C(C(=O)O)CCCC2)cc1	724	-22
92	COC(=O)C(CCSC)NC(=O)c1cn(-c2ccc(OC)cc2)c(=O)c2ccccc12 (stereo not given)	805	1
93	COc1cc2c(cc1OC)C(c1ccc(O)cc1)NCC2 (stereo not given)	816	-2
94	CC1(C)CC(=O)C2=C(C1)OC(N)=C(C#N)C2c1ccc2c(c1)OCO2 (stereo not given)	816	-5
95	Cc1ccc(CCN2CC(C(=O)NCCc3ccccc3)CC2=O)cc1 (stereo not given)	709	-2
96	CC1Sc2ccc(S(=O)(=O)N3CCC(C(=O)N(C)Cc4ccccc4)CC3)cc2NC1=O (stereo not given)	738	-15
97	CCOc1ccc(NC(=O)CSc2nccn2Cc2ccco2)cc1	819	-7
98	CCCCN(C)CCN1C(=O)C2C(C(=O)Nc3ccc(C)cc3)C3C=CC2(O3)C1C(=O)NC1CCCCC1 (stereo not given)	784	-5
99	COc1ccccc1CNC(=O)COc1cc2c(c3oc(=O)cc(C)c13)CCC(C)(C)O2	774	-13
100	O=C1CCN(Cc2ccc(O)cc2)CCN1CCO	756	3
101	Cc1cc(OC(=O)c2cc(Br)ccc2Cl)c([N+](=O)[O-])c(=O)[nH]1	746	42
102	CCc1ccccc1NC(=O)CN(C)S(=O)(=O)c1ccc(-c2ccc(=O)[nH]n2)s1	759	9
103	COC(C(=O)Nc1ccnn1C1CCN(Cc2ccccn2)CC1)c1ccccc1 (stereo not given)	678	-2
104	CCOc1ccc(NC(=O)NNC(=O)COc2ccc3ccccc3c2)cc1	828	4
105	CCn1cc(S(=O)(=O)Nc2cccnc2)cn1	834	-1
106	CCOc1ccc(NC(=O)c2ccc(N3CC4CC(C3)c3cccc(=O)n3C4)c(N)c2)cc1 (stereo not given)	703	5
107	CN1CCCN(C(=O)c2ccc(Cl)s2)CC1	664	14
108	CCCC(=O)N(Cc1cccnc1)c1nc2c(OC)ccc(Cl)c2s1	687	4
109	COCCn1c(=O)c2c(nc3n2CCCN3CCc2ccccc2)n(C)c1=O	836	16
110	CCOc1ccccc1-c1nnc(CS(=O)(=O)c2ccccc2)o1	819	-29
111	N#C/C(C(=O)N1CCCCC1)=C1/N=C(NC(=O)c2ccc(F)cc2)c2ccccc21	741	32
112	Cc1ccc(-c2nc(CS(=O)(=O)CC(=O)NCc3ccc4c(c3)OCO4)c(C)o2)cc1	732	11
113	NC(=O)c1ccccc1NC(=O)N1CCOCC1	848	14
114	Cc1cccn2c(=O)c3cc(C(=O)NC4CCCC4)c(=N)n(C4CCCCC4)c3nc12	833	-2
115	COc1ccc(-c2cnc3ccccc3n2)cc1NC(=O)CNC(=O)c1ccccc1	865	5

Exported with each value named: entries from further up
(107) CN1CCCN(C(=O)c2ccc(Cl)s2)CC1
  Hep lipid drop cells 6.5 µM = 664	Hep lipid drop = 14
(108) CCCC(=O)N(Cc1cccnc1)c1nc2c(OC)ccc(Cl)c2s1
  Hep lipid drop cells 6.5 µM = 687	Hep lipid drop = 4
(109) COCCn1c(=O)c2c(nc3n2CCCN3CCc2ccccc2)n(C)c1=O
  Hep lipid drop cells 6.5 µM = 836	Hep lipid drop = 16
(110) CCOc1ccccc1-c1nnc(CS(=O)(=O)c2ccccc2)o1
  Hep lipid drop cells 6.5 µM = 819	Hep lipid drop = -29

Only part of the results is shown; the hit share may differ from the screen's.
